From PubChem BioAssay
JMJD2C inh: inhibitors of GASC-1 histone demethylase, primary screen, biochemical, fluorescence, DELFIA europium; GST-JMJD2C(1-420) H3K9me3 demethylation; AID 2099, 2009; Lysine-specific demethylase 4C (Homo sapiens), Q9H3R0; 330,000 compounds, 0.069% hits; inhibition, % at 2.35 µM;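 active = more than half of a compound's replicate wells show inhibition beyond 50%, single wells judged on their own value; inconclusive = some, but no more than half, of replicates pass 50% inhibition; inactive = no replicate passes 50% inhibition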;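 also: signal counts dimethyl H3K9 product captured on neutravidin plate; 0% = median of DMSO wells and 100% = 0.3 times that DMSO median; strong numbers were not always called active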
Efflux pump inh: inhibitors of Candida efflux pumps in yeast, primary screen, S. cerevisiae, Nile Red, multiplex | AID 485275, 2010 | 330,000 compounds, 0.44% hits | inhibition, % at 10 µM | S. cerevisiae Candida pump triplex;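 active = plate passing quality check with inhibition over a set limit, or well fluorescence over plate mean plus 4 SD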;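 also: Nile Red retained in pooled yeast measured as flow cytometry median fluorescence; 0% = buffer negative control and 100% = Enniatin B positive control; higher means more Nile Red kept so more efflux inhibition; some compounds called inactive have numbers as strong as hits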
LYPLA2 counter: LYPLA2 inhibitors, primary screen, counter-screen for PME1 inhibitor project, biochemical, fluorescence polarization, FP-Rh probe ABPP | AID 2177, 2009 | recombinant LYPLA2 | 320,000 compounds, 0.38% hits | Acyl-protein thioesterase 2 (Homo sapiens), O95372 | inhibition, % at 5.9 µM;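 active = inhibition above the screen-wide mean plus 3 SD, limit set per campaign, cut at about 26% in these data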;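 also: 0% = LYPLA2 with DMSO and 100% = wells lacking LYPLA2 enzyme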
Target sequence (O95372 whole entry, looked up): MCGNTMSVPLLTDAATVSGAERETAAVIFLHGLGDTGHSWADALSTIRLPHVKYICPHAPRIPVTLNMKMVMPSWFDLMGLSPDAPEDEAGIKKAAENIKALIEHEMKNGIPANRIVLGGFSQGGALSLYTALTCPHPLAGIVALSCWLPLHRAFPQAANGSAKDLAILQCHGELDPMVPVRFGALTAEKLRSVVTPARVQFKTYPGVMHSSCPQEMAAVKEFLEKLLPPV
PP1 counter: PP1-alpha phosphatase inhibitors, primary screen, counter-screen for PP5 inhibitor project, biochemical, fluorescence, OMFP substrate, single point; Serine/threonine-protein phosphatase PP1-alpha catalytic subunit (Homo sapiens), P62136; purified PP1alpha; 320,000 compounds, 0.9% hits; inhibition, % at 6.7 µM;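 active = inhibition above the mean inhibition of all tested compounds plus 3 SD, computed separately for each screening campaign, cut at about 15% in these data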
Target sequence (P62136 whole entry, looked up): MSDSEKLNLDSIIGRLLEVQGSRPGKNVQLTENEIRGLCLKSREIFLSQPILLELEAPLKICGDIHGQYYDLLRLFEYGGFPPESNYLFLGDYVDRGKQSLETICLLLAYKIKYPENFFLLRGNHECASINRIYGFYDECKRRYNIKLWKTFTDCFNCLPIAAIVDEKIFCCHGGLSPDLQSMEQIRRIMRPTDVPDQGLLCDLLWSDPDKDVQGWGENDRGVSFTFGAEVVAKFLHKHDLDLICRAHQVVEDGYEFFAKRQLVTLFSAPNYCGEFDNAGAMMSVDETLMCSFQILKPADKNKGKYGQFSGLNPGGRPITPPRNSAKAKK
PREPL inh: PREPL enzyme inhibitors, primary screen, biochemical, fluorescence polarization. recombinant PREPL, fluorescence polarization activity-based probe. inhibition, % at 5.96 µM. 320,000 compounds, 0.68% hits; in the data active = inhibition above about 43%;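 also: 0% = enzyme with DMSO and 100% = wells lacking enzyme; many of its hits are not listed in these tables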
TPT1 inh: Candida albicans TPT1 enzyme inhibitors, primary screen, biochemical, fluorescence polarization; 300,000 compounds, 0.81% hits; tRNA 2'-phosphotransferase TPT1 (Candida albicans SC5314); inhibition, % at 5 µM; recombinant caTPT1, FP RNA substrate dephosphorylation;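 active = inhibition above the mean of all tested compounds plus 3 SD, set per screening campaign, cut at about 24% in these data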;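 also: plate controls were DMSO alone for no effect and ferristatin control at 100 nM for full effect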
Fh CTSL1 inh: Fasciola hepatica cathepsin L1 inhibitors, primary screen, counter-screen for PFM18AAP inhibitor project, biochemical, QFRET, fluorogenic peptide substrate; inhibition, % at 5.96 µM; recombinant F. hepatica cathepsin L1, Z-Leu-Arg-MCA fluorescence; 300,000 compounds, 0.49% hits; AID 1906, 2009;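 active = inhibition above the mean of all tested compounds plus 3 SD, set per screening campaign, cut at about 17% in these data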;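 also: 0% = plate median of test compound wells and 100% = 1 µM Z-Phe-Ala-diazomethylketone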
PP5 primary: PP5 phosphatase inhibitors, primary screen, biochemical, fluorescence; purified PP5c, OMFP substrate fluorescence; inhibition, % at 6.7 µM; 320,000 compounds, 0.18% hits;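 active = inhibition above the campaign's mean inhibition across all tested compounds plus 3 SD, cut at about 9.5% in these data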;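 also: 0% = DMSO only and 100% = 100 µM cantharidin control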
Target sequence (P53041 whole entry, looked up): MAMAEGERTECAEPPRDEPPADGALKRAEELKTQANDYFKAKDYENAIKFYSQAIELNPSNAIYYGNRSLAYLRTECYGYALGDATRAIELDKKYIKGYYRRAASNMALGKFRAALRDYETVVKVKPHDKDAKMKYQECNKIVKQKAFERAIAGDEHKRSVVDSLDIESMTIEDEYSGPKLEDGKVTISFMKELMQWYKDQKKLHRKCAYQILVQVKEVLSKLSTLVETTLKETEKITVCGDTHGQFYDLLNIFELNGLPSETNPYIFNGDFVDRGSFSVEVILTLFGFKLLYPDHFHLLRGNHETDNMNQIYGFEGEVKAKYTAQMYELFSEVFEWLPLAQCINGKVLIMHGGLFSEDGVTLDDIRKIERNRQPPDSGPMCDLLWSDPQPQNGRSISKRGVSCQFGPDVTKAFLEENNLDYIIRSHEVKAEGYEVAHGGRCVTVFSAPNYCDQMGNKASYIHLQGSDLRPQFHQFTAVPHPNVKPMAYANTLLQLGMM
HCV core dimer: inhibitors of HCV core protein dimerization, primary screen, biochemical, TR-FRET, high-throughput; 300,000 compounds, 0.33% hits; inhibition, % at 5 µM; AID 1899, 2009; TR-FRET GST/Flag-core106 dimerization, 1536-well;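 active = inhibition above the mean of all tested compounds plus 3 SD, set per screening campaign, cut at about 45% in these data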
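assay system = GST-tagged and Flag-tagged HCV core protein residues 1-106 | controls = unlabelled core106 and no-GST-core106 wells | incubation = compound-protein-antibody incubation 4 h at 22.5 °C | probe or stimulus = Eu donor and XL665 acceptor anti-tag antibodies | read-out = % inhibition based on acceptor/donor emission ratio | signal = TR-FRET 671 and 617 nm emission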
An asterisk follows results filed as active; ? = inconclusive; . = not tested or not shown. These rows are one share of the data; rates above refer to the full screens.

SMILES	JMJD2C inh	Efflux pump inh	LYPLA2 counter	PP1 counter	PREPL inh	TPT1 inh	Fh CTSL1 inh	PP5 primary	HCV core dimer
Cc1ccccc1OCC(=O)N/N=C/c1cc2ccccc2nc1Cl	-8	-0.1	5	2	2	-2	1	1.8	4
O=C(Cn1ncc2c(=O)oc3ccccc3c21)N1CCCc2ccccc21	-13	0.0	5	0	-1	2	-4	4.0	4
COc1ccc2cnn(-c3ccc(C)cc3)c(=O)c2c1OC	0	0.0	2	7	1	2	-2	3.9	5
CN(C)c1ccc(C(=O)N(Cc2ccccc2)Cc2ccccc2)cc1	-4	0.0	1	-2	5	2	0	-0.2	16
O=C(c1cnn(C(=O)c2ccc(O)cc2)c1)c1ccccc1O	-4	0.0	7	2	6	-2	-3	0.9	2
CC1Cc2ccccc2N1C(=S)Nc1ccc(S(N)(=O)=O)cc1 (stereo not given)	9	0.1	-1	-3	10	0	-3	1.6	-6
CCOC(=O)c1oc2cc(OC(C)=O)ccc2c(=O)c1-c1ccc(OC)c(OC)c1	-6	-0.1	0	-2	7	1	-4	2.2	-2
COC(=O)CNc1n[nH]c(=S)[nH]c1=O	0	0.1	-1	-4	1	-4	-2	3.1	-11
Cc1cc(=O)n(CNC(=O)c2ccccc2)c(=S)[nH]1	-4	-0.2	-5	2	-2	-1	-5	0.7	-7
Cn1nc(-c2ccccc2)c(CO)c1Sc1ccccc1	-4	0.0	0	0	-4	2	-1	4.3	1
CCNc1ccc(Br)cc(C(=O)/C=C/c2ccc3c(c2)OCO3)c1=O	-6	-0.1	23	4	18	31*	-1	0.3	58*
COc1ccc(S(=O)(=O)CCC(=O)N2c3ccccc3CC2C)cc1 (stereo not given)	-8	0.2	-1	-6	-13	1	-5	1.6	2
CC(=O)SCC(C)C(=O)NCc1ccccc1 (stereo not given)	7	-0.1	2	-3	1	2	-3	-0.8	-2
Cc1ccccc1C(=O)N/N=C/c1ccc([N+](=O)[O-])s1	5	-0.1	13	-2	2	-1	1	-0.1	-6
CC(C)NS(=O)(=O)c1ccc(NC(=S)NC(=O)c2ccc(-c3ccccc3)cc2)cc1	2	0.0	-43	9	-8	2	0	6.2	6

Compound profiles, as listed above. Screens in order: JMJD2C inh, Efflux pump inh, LYPLA2 counter, PP1 counter, PREPL inh, TPT1 inh, Fh CTSL1 inh, PP5 primary, HCV core dimer
Profile of CCNc1ccc(Br)cc(C(=O)/C=C/c2ccc3c(c2)OCO3)c1=O : -6, -0.1, 23, 4, 18, 31*, -1, 0.3, 58*
Profile of COc1ccc2cnn(-c3ccc(C)cc3)c(=O)c2c1OC : 0, 0.0, 2, 7, 1, 2, -2, 3.9, 5

(next part)
SMILES	JMJD2C inh	Efflux pump inh	LYPLA2 counter	PP1 counter	PREPL inh	TPT1 inh	Fh CTSL1 inh	PP5 primary	HCV core dimer
COc1ccc(CNC(=O)C2CCCN(S(=O)(=O)c3ccc(Br)s3)C2)cc1 (stereo not given)	6	0.1	2	0	-1	-4	5	2.6	3
O=C(CSc1nnc(-c2ccco2)o1)c1ccc(F)c(F)c1	3	-0.2	10	-2	10	2	3	-1.8	5
NC(=O)C1(N2CCCCC2)CCN(C(=S)Nc2cccc(Cl)c2)CC1	8	0.2	9	6	-7	-1	0	1.4	4
CCCn1c(SCC(=O)NCCc2ccccc2)nnc1-c1ccccn1	-8	-0.1	10	11	-3	3	7	1.9	-13
O=C(Nc1c2c(nn1-c1ccccc1)CS(=O)C2)c1ccco1 (stereo not given)	-5	-0.8	8	-13	4	-2	16	-6.7	-16
O=c1c(O)c(-c2cccs2)oc2ccccc12	21	0.1	2	-6	10	25*	-1	-1.2	-5
Cc1cc(OCC(=O)NCc2ccccn2)c2c(C)c(C)c(=O)oc2c1	?	0.3	0	1	-10	4	3	-1.9	0
COc1cc2c(cc1OC)-c1cc(Nc3ccc(N(C)C)cc3)nc(=O)n1CC2	7	0.1	-3	1	33	3	4	-1.3	-23
Cc1sc(-c2ccccn2)nc1OC(=O)c1ccc(F)cc1F	-11	0.0	-1	1	25	-2	0	3.1	-5
CCOc1ccc(C(=O)Nc2cc(C)c3c(=O)oc4ccccc4c3n2)cc1	-1	-0.3	0	0	6	-2	-1	1.1	-6
COc1ccccc1NC(=O)C(=O)NCCC1CCCCN1S(=O)(=O)c1cccs1 (stereo not given)	5	-0.1	-2	0	1	-2	2	1.0	-6
COc1ccc(C(=O)NCc2cc(C(C)C)no2)cc1OC1CCN(C(C)C)CC1	3	0.0	4	-2	-1	0	6	-0.6	-2
CC(=O)Nc1c(C)ccc(CNC(=O)COc2cc(C)ccc2C)c1C	3	-0.1	-2	2	5	0	-1	1.0	-4
Cc1ccc(-c2c(C)n([O-])c3c([n+]2=O)CCCCC3)o1	-2	0.1	0	3	11	-1	4	1.4	2
CC(C)CCn1c(SCC(=O)NC2CCS(=O)(=O)C2)nc2cc(Cl)ccc2c1=O (stereo not given)	0	0.0	2	-6	3	-3	1	2.1	4
Cc1cccc(Oc2nc3c(c(=O)n(C)c(=O)n3C)n2C)c1	-31	-0.3	-1	-3	7	-4	-12	-0.5	-3
CCc1nnc(NC(=O)CSc2nnc3c(C)cc4c(C)ccc(C)c4n23)s1	2	0.0	-2	-4	-10	0	-5	-1.1	-9
CCOC(=O)c1c(C)n(C)c2ccc(OC)c(NC(=O)CCN3CCSCC3)c12	-5	0.0	7	-3	12	-2	-4	-0.1	1
O=C(NC1CCCCCCC1)C1c2ccccc2C(=O)N1Cc1cccs1 (stereo not given)	-2	-0.4	7	1	6	-5	-1	2.0	-1
CCC(NC(=O)C1CCCO1)c1ccccc1 (stereo not given)	-3	0.1	-4	-4	-6	2	-3	2.9	-7
CS(=O)(=O)N1N=C(c2ccc(Br)cc2)CC1c1ccc2c(c1)OCO2 (stereo not given)	-6	0.3	1	0	-37	1	3	2.1	1
Cc1nc2scc(C)n2c(=O)c1S(=O)(=O)NC(C)c1ccccc1 (stereo not given)	-12	0.1	4	-2	-64	3	0	-2.8	-1
Cc1ccc(CNS(=O)(=O)c2ccc3oc(C(=O)O)c(C)c3c2)cc1	3	-0.3	-2	0	10	4	-4	-1.1	-1
O=c1c2c3c(sc2n2cnnc2n1CCc1ccccc1)CCCC3	3	0.2	-2	-4	10	-5	0	-0.9	1
CCOC(=O)Nc1ccc2c(COC(=O)CNS(=O)(=O)c3ccc(NC(C)=O)cc3)cc(=O)oc2c1	20	-0.1	6	1	2	-2	-3	0.3	7
NC(=O)C1(c2ccccc2)CCOCC1	-6	0.1	-8	3	5	1	-2	-1.1	0
CCCN(C(=O)c1cnccn1)c1c(N)n(Cc2ccccc2)c(=O)[nH]c1=O	0	-0.2	0	-2	2	.	.	2.4	.
O=C1NC(=O)/C(=C/c2ccc(OS(=O)(=O)c3ccc(F)cc3F)cc2)N1	19	-0.1	-1	-5	12	-1	0	3.3	-8
CC(=O)Nc1ccc(NC(=O)CSc2nc3[nH]ncc3c(=O)n2-c2ccccc2)cc1	36	0.0	-1	2	-2	-5	0	1.4	-10
CCS(=O)(=O)c1ccc2c(c1)N(S(=O)(=O)c1ccc(Cl)cc1)CC(C(=O)O)O2 (stereo not given)	-4	0.0	0	1	7	-3	-3	1.1	1

Reformatted in markdown: 3 of the compounds above
| Structure | JMJD2C inh | Efflux pump inh | LYPLA2 counter | PP1 counter | PREPL inh | TPT1 inh | Fh CTSL1 inh | PP5 primary | HCV core dimer |
| --- | --- | --- | --- | --- | --- | --- | --- | --- | --- |
| Cc1cc(OCC(=O)NCc2ccccn2)c2c(C)c(C)c(=O)oc2c1 | ? | 0.3 | 0 | 1 | -10 | 4 | 3 | -1.9 | 0 |
| COc1cc2c(cc1OC)-c1cc(Nc3ccc(N(C)C)cc3)nc(=O)n1CC2 | 7 | 0.1 | -3 | 1 | 33 | 3 | 4 | -1.3 | -23 |
| Cc1sc(-c2ccccn2)nc1OC(=O)c1ccc(F)cc1F | -11 | 0.0 | -1 | 1 | 25 | -2 | 0 | 3.1 | -5 |

(continued)
SMILES	JMJD2C inh	Efflux pump inh	LYPLA2 counter	PP1 counter	PREPL inh	TPT1 inh	Fh CTSL1 inh	PP5 primary	HCV core dimer
COC(=O)C(Cc1ccc(OC(=O)c2ccc(C)cc2)cc1)N1Cc2ccccc2C1=O (stereo not given)	29	-0.1	9	2	14	0	-3	3.6	8
CCOc1ccc(C(=O)Nc2ccc(N3CCN(C)CC3)cc2)cc1[N+](=O)[O-]	-35	0.2	0	0	-4	1	1	1.9	-5
CCOC(=O)c1ccc(NC(=O)c2ccc(NC(=O)C3CCCO3)cc2)cc1 (stereo not given)	12	0.1	-4	-2	7	-1	4	1.4	-4
COc1ccc(Oc2nc(-c3ccccc3)ncc2S(=O)(=O)c2ccccc2)cc1	21	-0.1	2	1	0	-1	1	-0.3	3
CCOC(=O)c1nn(-c2ccccc2F)c2nc(Nc3ccccc3)cc(=O)n12	5	0.1	9	2	4	1	5	0.7	0
COc1cc(OC)c(S(=O)(=O)NC(C)C)cc1C(=O)O	60	-0.2	12	-2	-10	-2	-1	1.2	0
CN1CCN(c2ccc(C(F)(F)F)cc2NC(=O)Nc2ccccc2)CC1	-4	-0.2	1	8	-4	-8	-6	3.3	-13
O=c1[nH]cccc1-c1nc2cc(Cl)ccc2n1Cc1ccccc1	15	0.1	-6	3	-13	-4	3	3.3	3
CCOC(=O)CNC(=O)CSc1ncnc2c1cnn2-c1ccc(C)cc1	-13	0.1	3	1	-5	-2	6	-2.4	4
Cc1nc(N)sc1-c1csc(Nc2ccc(Cl)cn2)n1	0	-0.2	-4	2	32	0	7	-1.8	0
N#Cc1c(C(F)(F)F)cc(-c2ccc(Cl)cc2)nc1SCC(=O)O	26	-0.1	3	0	-8	3	0	0.2	7
Cc1noc(C)c1COc1ccccc1C(=O)N(C)Cc1ccco1	1	0.2	3	-4	-4	.	.	0.0	.
CC[N+](C)(C)CC/C=C1/c2ccccc2Sc2ccc(Cl)cc21	3	0.1	7	-1	0	0	2	-0.2	-3
COc1cc(/C=N/NC(=O)c2ccoc2C)cc(OC)c1O	-4	-0.1	7	-3	9	-1	3	2.6	-5

A few values from the entries so far:
Result for Cc1cc(OCC(=O)NCc2ccccn2)c2c(C)c(C)c(=O)oc2c1 under PP1 counter: 1
Result for Cn1nc(-c2ccccc2)c(CO)c1Sc1ccccc1 under Fh CTSL1 inh: -1
Result for COC(=O)CNc1n[nH]c(=S)[nH]c1=O under PP5 primary: 3.1
